Screening results (PubChem)
Hsp70 inhibitors = small molecules displacing fluorescent ligand from Hsp70 – biochemical, fluorescence polarization, primary screen (AID 583); Hsp70 fluorescence polarization probe displacement, mP; higher % means a stronger effect; displacement, % at 20 µM, or IC50 in µM where a hit was titrated; actives 0.06% (n = 140,000); in the data active means displacement above about 50%;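 further: plate controls were vehicle for no effect and reference ligand for full effect; a part of the inactive calls stands beside numbers as strong as those of hits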
Rat MKP-3 inhibitors = inhibition of rat DUSP6 enzyme activity – biochemical, in vitro, primary screen (AID 425); recombinant MKP-3 phosphatase activity, fluorescence; higher % means a stronger effect; inhibition, % at 20 µM, or IC50 in µM where a hit was titrated; actives 0.17% (n = 110,000); in the data active means inhibition above about 50%;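 further: plate controls were vehicle for no effect and reference inhibitor for full effect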
* hit, by the source's call; . = not tested or not shown; & = joins results of further samples.

Screens in order: Hsp70 inhibitors, Rat MKP-3 inhibitors
O=C(O)CC(SCc1ccc(C(=O)O)o1)C(=O)O (configuration not stated)
 : -0.3%, -2%
Cc1nc(CNS(=O)(=O)c2cc(F)ccc2F)cs1
 : -2.8%, .
CCOC(=O)CC(=O)CSc1nnc2c(n1)[nH]c1ccccc12
 : ., -6%
Cc1nc2[nH]c(=O)c3c(n2n1)NC1=C(C(=O)CC(C)(C)C1)C3c1ccccc1 (configuration not stated)
 : 5.0%, -6%
COc1ccc(OC)c(S(=O)(=O)n2nc(C)cc2C)c1
 : 5.7%&2.2%, 0%
Cc1ccc(Nc2nc3c(c(=O)[nH]c(=O)n3C)n2Cc2ccc(F)cc2)cc1
 : -2.9%, .
Cc1cc(C(F)F)nn1CC(=O)NCc1ccccc1F
 : -6.0%, .
O=C(Cn1cnc2ccccc21)Nc1cc(C(F)(F)F)ccc1N1CCOCC1
 : 6.3%, 0%
O=C(Nc1ccc2c(c1)OCO2)C1Cc2ccccc2CN1S(=O)(=O)c1cccs1 (configuration not stated)
 : 4.5%, -9%
O=C(CCCCn1c(=O)c2ccccc2n(CC(=O)Nc2ccc(F)cc2)c1=O)NCc1ccco1
 : 6.4%, -9%
Cc1ccc(NC(=O)C2CC=CCC2C(=O)O)c(Br)c1 (configuration not stated)
 : 0.4%, 0%
CCCC1C(c2ccccc2)NC(c2ccccc2)C(C)C1(O)CCC (configuration not stated)
 : -5.6%, 5%
CNC(=O)CN(C1CCCCC1)S(=O)(=O)c1ccc(OC)c(Cl)c1
 : -3.8%, 1%
C=CCn1c(=O)c2ccccc2n2c(SCc3nc(N)nc(Nc4ccccc4C)n3)nnc12
 : -0.8%, 6%
Cc1cc(C)c2c3c(sc2n1)C(=O)N(Cc1ccccc1)CC(=O)N3
 : 1.8%, .
COc1cccc2c1NC(c1cccc3ccccc13)C1CC=CC21 (configuration not stated)
 : 4.8%, 7%
Cc1cccc(CN2CCN(Cc3ccncc3)CC2)c1
 : -2.3%, 3%
COc1cccc(/C=N/Nc2nc(N3CCCCC3)nc(N3CCCCC3)n2)c1
 : -7.8%, -1%
COc1cccc(C2NC(=O)c3sc(=S)n(-c4ccccc4)c3N2)c1 (configuration not stated)
 : -1.6%, .
Cc1ccc(-n2nnnc2SCC(=O)N2CCc3ccccc3C2)c(C)c1
 : -1.1%, -9%

3 compounds already listed, ordered by molecular weight, low to high:
Screens in order: Hsp70 inhibitors, Rat MKP-3 inhibitors
O=C(O)CC(SCc1ccc(C(=O)O)o1)C(=O)O (configuration not stated)
 : -0.3%, -2%
COc1cccc2c1NC(c1cccc3ccccc13)C1CC=CC21 (configuration not stated)
 : 4.8%, 7%
O=C(Cn1cnc2ccccc21)Nc1cc(C(F)(F)F)ccc1N1CCOCC1
 : 6.3%, 0%

(further entries)
Screens in order: Hsp70 inhibitors, Rat MKP-3 inhibitors
O=C(CN1CCCC1=O)NC1(C(F)(F)F)NC(=O)N(Cc2ccccc2)C1=O (configuration not stated)
 : 3.2%, 2%
O=C1NN(c2ccc(Cl)c(Cl)c2)C(=O)/C1=C/c1ccc(Cl)cc1
 : 3.7%, 0%
O=C1NC(=O)/C(=C\c2ccncc2)S1
 : -1.2%, 1%
COc1ccc(Cl)cc1C(=O)Nc1cccc(C)n1
 : -0.7%, 2%
O=[N+]([O-])c1cccc(-c2nc(-c3ccc(Cl)cc3)no2)c1
 : 5.7%, -7%
Nc1nc(SCC(=O)C23CC4CC(CC(C4)C2)C3)n[nH]1
 : -0.2%, 5%
CCn1c2ccccc2c2cc(NC(=O)c3ccco3)ccc21
 : -1.9%, 2%
Cc1cc(NC(=O)CSc2nnc(-c3cccs3)n2N)no1
 : 1.0%, .
Cc1c(OCC(=O)O)ccc2c1oc(=O)c1ccccc12
 : -3.1%, 4%
CSc1ccccc1C(=O)Nc1cccc(C(C)O)c1 (configuration not stated)
 : -2.8%, -10%
COc1ccc(-c2nnn(CC(=O)c3ccccc3)n2)cc1OC
 : 4.1%, -1%
O=[N+]([O-])c1cccc(Cl)c1N1CCOCC1
 : -7.2%, 2%
Cn1nc(C(=O)NCc2ccccn2)c2ccccc2c1=O
 : -2.4%, -10%
Nc1nnnn1N=C1CCCCC1
 : 0.2%, -8%
CCn1cnc2sc(C(=O)N3CCN(c4ccc(OC)cc4)CC3)c(C)c2c1=O
 : -1.3%, 3%
CC(=O)/C=C(/C)NC(Cc1c[nH]c2ccccc12)C(=O)O (configuration not stated)
 : 4.2%&6.5%, -14%
O=C(NCc1ccco1)c1ccc(COCC(F)(F)F)cc1
 : 2.3%, 2%
CCn1c(=O)cc(OCC(=O)Nc2ccccc2C#N)c2ccccc21
 : 4.2%, 1%
CC(O)CNc1nc2c(c(=O)n(C)c(=O)n2C)n1Cc1cccc(Br)c1 (configuration not stated)
 : 1.7%, 6%
COc1ccc2oc(=O)c(C(=O)NCC3CCCO3)cc2c1 (configuration not stated)
 : 4.5%, -7%

Later entries
Screens in order: Hsp70 inhibitors, Rat MKP-3 inhibitors
Cc1ccc(S(=O)(=O)c2ccc(C)c(S(=O)(=O)NC3CCCCC3)c2)cc1S(=O)(=O)NC1CCCCC1
 : -1.9%, 2%
COc1cccc(C(=O)CSc2nnc(-c3ccco3)n2CC2CCCO2)c1 (configuration not stated)
 : -1.1%, -6%
CCCCNc1c(C(=O)OCC)c(=O)[nH]c2ccccc12
 : -2.7%, -17%
COc1ccc(-n2c(C)ccc2C)c(N)c1
 : 8.3%, 9%
CC1=C(C(=O)OCC2CCCO2)C(c2ccncc2)C2=C(CCCC2=O)N1 (configuration not stated)
 : 3.1%, -16%
O=C(CSc1nc2ccccc2[nH]1)N1CCN(c2ccccc2)CC1
 : -5.7%, 7%
CCOC(=O)N1CCC(NC(=O)C2CCCN2C(=O)OCc2ccccc2)CC1 (configuration not stated)
 : -0.1%, -11%
CC(C)(C)c1ccc(-c2nn(CCC#N)cc2/C=N/O)cc1
 : -0.3%, 1%
Cn1c(=O)n(CC(=O)Nc2ccccc2)c2ccccc21
 : 2.1%, 1%
COc1cc(-c2noc(/C=C/c3ccccc3)n2)cc(OC)c1OC
 : 4.8%, -2%
CCOC(=O)C1=C(C)OC(N)=C(C#N)C1c1ccccc1Cl (configuration not stated)
 : 6.7%, -3%
CN(C)c1ccc(/C=C2\C(=O)C(=O)c3ccccc32)cc1Br
 : -67%, -1%
CN(C)c1ccnc2sc(C(=O)Nc3ccccc3)c(N)c12
 : -5.5%, 1%
O=C(NCCCNc1ccc([N+](=O)[O-])cc1C(F)(F)F)c1ccc(Cl)cc1
 : -4.5%, 4%
CCOC(=O)c1c(N)sc(C)c1-c1ccc(C(C)(C)C)cc1
 : -2.7%, 3%
CC(=O)N1CCc2cc(S(=O)(=O)NCCC(=O)NCCc3ccc(C)cc3)ccc21
 : 2.7%, 1%
COc1ccccc1CNCc1cccc(Cl)c1
 : -3.7%, 3%
C=CCn1c(SCC(=O)N2CCN(CCO)CC2)nc2sc(C)c(C)c2c1=O
 : -3.3%, 2%
CC1C/C(=C/c2cccn2C)C(=O)/C(=C/c2cccn2C)C1 (configuration not stated)
 : -139%, .
CCOC(=O)c1ccc(NC(=O)C2CCCN2S(=O)(=O)c2ccc(C)cc2)cc1 (configuration not stated)
 : -1.3%, 2%

The results go on.
Screens in order: Hsp70 inhibitors, Rat MKP-3 inhibitors
CCOC(=O)c1sc(=S)n(-c2ccccc2)c1N
 : -2.8%, .
COc1cccc(CNC(=O)C2CCCN(c3nc4ccccc4o3)C2)c1 (configuration not stated)
 : 8.0%, 9%
COc1ccc(C2(C(=O)NCc3ccco3)CCCC2)cc1OC
 : -2.8%, .
CCCCC(O)CN1CCC(c2ccccc2)CC1 (configuration not stated)
 : -1.0%, .
Cc1ccc(/C=N/NC(=O)CSc2nc3ccccc3[nH]2)o1
 : -0.7%, 2%
Cc1cc(-c2ccccc2)c2nncn2n1
 : 5.1%&0.2%, -2%&2%
COc1ccccc1Oc1cc(C#N)c(C#N)cc1-n1nnc2ccccc21
 : ., -16%
CCOc1ccccc1C1CC(=O)Nc2cc(OC)c(OC)c(OC)c21 (configuration not stated)
 : ., -16%
CCOC(=O)C1=C(C)OC(N)=C(C#N)C1c1ccoc1 (configuration not stated)
 : 3.3%, -7%
Cc1ccc2c(Cl)c(C(=O)Nc3nncs3)sc2c1
 : -2.7%, 3%
Cc1cc(C)n2nc(C(=O)N3CCOCC3)nc2n1
 : 1.2%, -7%
Nc1nnnn1/N=C/C=C/c1ccccc1
 : -0.2%, -1%
Cc1occc1C(=O)Nc1ccccc1F
 : -3.2%, -2%
Cc1ccc(CNC(=O)C2CC(=O)N(C3CCCCCCC3)C2)cc1 (configuration not stated)
 : -2.0%, 4%
O=[N+]([O-])c1ccc(N2CCOCC2)cc1NCCc1ccccc1
 : 2.9%, 0%
O=C(Oc1ccc(Cl)cc1)c1c(F)cccc1F
 : -2.3%, -1%
COc1cc2[nH]c(=O)n(Cc3ccccc3Cl)c(=O)c2cc1OC
 : 1.4%, .
CC(=O)c1ccc(NC(=O)Nc2ccccc2C)cc1
 : 0.0%, 5%
Cc1cc(C)cc(NC(=O)CCC(=O)Nc2cc(C)on2)c1
 : 0.7%, .
CCOC(=O)C(O)(CC(=O)Nc1cc(F)ccc1C)C(F)(F)F (configuration not stated)
 : 5.2%, .

More compounds.
Screens in order: Hsp70 inhibitors, Rat MKP-3 inhibitors
O=C(Nc1ccc(Cl)cc1)c1cc2nc(C3CC3)cc(C(F)(F)F)n2n1
 : -0.1%, .
CCOc1ccc(/C(O)=C2\C(=O)C(=O)N(CCN(C)C)C2c2cccc(OC)c2OC)cc1Cl (configuration not stated)
 : -3.1%, -11%
COCCCNC(=O)c1ccc2c(c1)ncn2-c1ccccc1OC
 : -6.1%, .
COc1ccccc1NC(=O)CCN1CCN(CCC(=O)Nc2ccccc2OC)CC1
 : 8.5%, 2%
CC(C)Sc1nc2c(c(=O)[nH]c(=O)n2C)n1C
 : 17%, -3%
COc1ccc(CNCc2cccc(Cl)c2)cc1
 : 1.2%, 0%
COc1ccc(COC(=O)C2=C(C)NC3=C(C(=O)CC(C)(C)C3)C2c2ccc(C)o2)cc1 (configuration not stated)
 : 1.2%, -3%
CCn1ccnc1C(O)c1cccc(OC)c1OC (configuration not stated)
 : 7.1%&3.5%, 8%&4%
CCC1Oc2ccc(C)cc2N(CC(=O)N(Cc2cccnc2)Cc2cccc(F)c2)C1=O (configuration not stated)
 : 3.1%, .
O=[N+]([O-])c1ccccc1-c1nc(-c2ccccc2)c(-c2cccs2)[nH]1
 : 5.9%, 0%
CC(C)c1nnc(NC(=O)Nc2ccc(Cl)cc2)s1
 : 0.6%, 3%
O=C(O)CCn1c(=O)[nH]c2ccccc2c1=O
 : -0.4%, -2%
O=C(COc1ccccc1)N1CCc2ccccc2C1
 : -1.4%, 0%&2%
Nc1nc(N2CCN(C(=O)c3ccco3)CC2)nc2ccccc12
 : 0.1%, .
CCCCN(C)CCCNC(=O)CC1Oc2ccccc2NC1=O (configuration not stated)
 : -0.2%, 7%
Cc1cc(Cl)c(S(=O)(=O)NCc2cccnc2)cc1OCC(N)=O
 : -1.9%, -1%
CCOc1nc(-c2ccccc2)ccc1-c1noc(-c2ccc(OC)c(OC)c2)n1
 : 0.1%, -6%
CC(=O)c1cccc(NC(=O)c2ccc(-c3cccc(Cl)c3)o2)c1
 : -1.7%, 4%
CCN(CC)CCCNC(=O)Cn1nc(-c2ccccc2)ccc1=O
 : 5.2%, .
O=C(CCCOc1ccccc1)Nc1nncs1
 : 5.7%, -7%

More records follow:
Screens in order: Hsp70 inhibitors, Rat MKP-3 inhibitors
Cc1c(N(C)C(=O)c2ccccc2F)c(=O)n(-c2ccccc2)n1C
 : 3.8%, -21%
Cc1ccccc1C(=O)NNC(=O)c1ccccn1
 : 6.4%, 1%
COc1sc(SC)cc1/C=N/NC(=O)C(NC(=O)c1ccccc1)c1n[nH]c(=O)c2ccccc12 (configuration not stated)
 : 2.7%, 2%
O=C(Nc1ccc(F)cc1)c1cc2ccccc2oc1=O
 : -1.8%, 3%
NC(=O)CSc1nnc(CCc2nc3ccccc3[nH]2)n1-c1ccccc1
 : -1.5%, .
O=C(N/N=C/c1cccs1)c1cccc2cc[nH]c12
 : -3.2%, 0%
COCCNC(=O)C(c1cccs1)N(C(=O)Cn1nnc2ccccc21)c1cccc(C)c1 (configuration not stated)
 : 0.3%, -2%
CCOc1cc(/C=N/N=C(/N)c2nonc2N)cc(Br)c1OCc1ccc(Cl)cc1
 : -4.4%, .
CC(NC(=O)CSc1n[nH]c(=O)n1C1CC1)C12CC3CC(CC(C3)C1)C2 (configuration not stated)
 : 5.4%, -5%

Of the compounds above, these have a furan ring, fused or not:
Screens in order: Hsp70 inhibitors, Rat MKP-3 inhibitors
O=C(O)CC(SCc1ccc(C(=O)O)o1)C(=O)O (configuration not stated)
 : -0.3%, -2%
O=C(CCCCn1c(=O)c2ccccc2n(CC(=O)Nc2ccc(F)cc2)c1=O)NCc1ccco1
 : 6.4%, -9%
CCn1c2ccccc2c2cc(NC(=O)c3ccco3)ccc21
 : -1.9%, 2%
O=C(NCc1ccco1)c1ccc(COCC(F)(F)F)cc1
 : 2.3%, 2%
COc1cccc(C(=O)CSc2nnc(-c3ccco3)n2CC2CCCO2)c1 (configuration not stated)
 : -1.1%, -6%
COc1ccc(C2(C(=O)NCc3ccco3)CCCC2)cc1OC
 : -2.8%, .
Cc1ccc(/C=N/NC(=O)CSc2nc3ccccc3[nH]2)o1
 : -0.7%, 2%
CCOC(=O)C1=C(C)OC(N)=C(C#N)C1c1ccoc1 (configuration not stated)
 : 3.3%, -7%
Cc1occc1C(=O)Nc1ccccc1F
 : -3.2%, -2%
COc1ccc(COC(=O)C2=C(C)NC3=C(C(=O)CC(C)(C)C3)C2c2ccc(C)o2)cc1 (configuration not stated)
 : 1.2%, -3%
Nc1nc(N2CCN(C(=O)c3ccco3)CC2)nc2ccccc12
 : 0.1%, .
CC(=O)c1cccc(NC(=O)c2ccc(-c3cccc(Cl)c3)o2)c1
 : -1.7%, 4%

Some of the compounds tested; rates above refer to the full screens.
